Screening data: PubChem, several laboratories
PvdQ inh = P. aeruginosa PvdQ acylase inhibition. purified PvdQ acylase, fluorescence plate reader. inhibition, % at 10 µM. 340,000 tested, 0.063% active; in the data active means inhibition above about 30%, passing the limit was not always enough; inconclusive means no clear call, values can overlap the other calls;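 further: 0% = vehicle neutral wells and 100% = reference inhibitor wells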
E coli growth = reduces bacterial viability in AddAB counter-screen. inhibition, % at 11.9 µM. 330,000 tested, 0.27% active. E. coli V3065 growth, OD600 absorbance, 18 h;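 active means inhibition above the campaign's mean inhibition across all tested compounds plus 3 SD, cut at about 9.9% in these data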;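 further: uninfected addAB+ strain grown without phage in ampicillin broth; 0% = DMSO wells and 100% = ciprofloxacin 0.95 µg/ml wells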
Wnt bcat act = activates Wnt/beta-catenin signaling in a reporter cell assay. activator, plate reader. 300,000 tested, 1.2% active. activation, % at 9.35 µM; in the data active means activation above about 30%, passing the limit was not always enough; inconclusive means no clear call, values can overlap the other calls;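 further: 0% = neutral control wells and 100% = positive control wells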
AddAB inh = less growth of phage-infected E. coli with AddAB | E. coli expressing H. pylori AddAB, absorbance growth | 330,000 tested, 0.29% active | inhibition, % at 11.9 µM; in the data active means inhibition above about 12%;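 further: 0% = vehicle wells of infected cells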
Tat transport = blocks Tat-dependent protein export in E. coli. 340,000 tested, 0.036% active. E. coli MC4100 TorA-mCherry Tat export, fluorescence. inhibition, % at 10 µM;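 active means mean replicate inhibition at least 50% and at least half of replicates individually reaching 50%; inconclusive means only one of the two criteria met; inactive means neither criterion met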;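 further: exported cargo escapes ClpAP degradation while cytoplasmic cargo is degraded and loses fluorescence; 0% = median of neutral control wells and 100% = median of NaSCN control wells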
PfHsp90 yeast 2 = inhibits growth of yeast expressing Plasmodium falciparum Hsp90; S. cerevisiae expressing PfHsp90, BacTiter-Glo ATP, 48 h; yeast lacking PDR1 and PDR3 efflux regulators; 310,000 tested, 0.32% active; AID 504621; inhibition, % at 9.4 µM;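 active means every replicate shows inhibition above about 80%, whatever the replicate mean, limit read from the data; inconclusive means mean inhibition reaches the set limit but some replicate falls short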;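 further: 0% = DMSO neutral controls and 100% = 20 µM radicicol positive controls; yeast relying on Plasmodium falciparum Hsp90 in place of its own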
DAGLB inh = blocks human DAGLB lipase activity | HEK293T DAGLB membrane lysate, EnzChek fluorogenic substrate | inhibition, % at 5.17 µM | 340,000 tested, 0.059% active; in the data active means inhibition above about 34%;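 further: 0% = enzyme with vehicle and 100% = wells lacking enzyme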
Target sequence (Q8NCG7 whole entry, looked up): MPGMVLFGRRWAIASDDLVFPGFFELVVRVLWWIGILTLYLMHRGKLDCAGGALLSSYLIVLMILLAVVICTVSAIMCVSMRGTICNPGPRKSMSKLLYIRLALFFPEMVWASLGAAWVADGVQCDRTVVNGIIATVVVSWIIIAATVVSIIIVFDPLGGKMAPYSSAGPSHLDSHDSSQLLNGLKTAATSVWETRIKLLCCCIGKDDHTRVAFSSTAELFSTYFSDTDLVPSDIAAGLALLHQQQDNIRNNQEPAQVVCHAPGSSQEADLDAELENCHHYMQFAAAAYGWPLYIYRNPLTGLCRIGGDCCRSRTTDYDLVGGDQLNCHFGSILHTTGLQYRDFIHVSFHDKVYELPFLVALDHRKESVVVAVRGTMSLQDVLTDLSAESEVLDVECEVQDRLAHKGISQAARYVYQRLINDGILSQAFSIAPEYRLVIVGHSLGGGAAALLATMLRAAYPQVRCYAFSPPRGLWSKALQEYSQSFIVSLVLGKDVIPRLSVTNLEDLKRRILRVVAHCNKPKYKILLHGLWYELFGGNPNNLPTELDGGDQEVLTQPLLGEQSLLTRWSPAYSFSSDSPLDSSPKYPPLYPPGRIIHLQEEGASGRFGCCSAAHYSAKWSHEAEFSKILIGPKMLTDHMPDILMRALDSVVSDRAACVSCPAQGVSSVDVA
Rtt109 Vps75 = blocks Candida albicans Rtt109/Vps75 acetyltransferase activity. inhibition, % at 34.9 µM. purified Rtt109/Vps75, ThioGlo CoA-SH fluorescence, 4 h. 330,000 tested, 0.16% active;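 active means inhibition of at least 50% in every replicate; inconclusive means best replicate reaches 50% inhibition but some replicates fall short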
Target sequence (Q5AAJ8 whole entry, looked up): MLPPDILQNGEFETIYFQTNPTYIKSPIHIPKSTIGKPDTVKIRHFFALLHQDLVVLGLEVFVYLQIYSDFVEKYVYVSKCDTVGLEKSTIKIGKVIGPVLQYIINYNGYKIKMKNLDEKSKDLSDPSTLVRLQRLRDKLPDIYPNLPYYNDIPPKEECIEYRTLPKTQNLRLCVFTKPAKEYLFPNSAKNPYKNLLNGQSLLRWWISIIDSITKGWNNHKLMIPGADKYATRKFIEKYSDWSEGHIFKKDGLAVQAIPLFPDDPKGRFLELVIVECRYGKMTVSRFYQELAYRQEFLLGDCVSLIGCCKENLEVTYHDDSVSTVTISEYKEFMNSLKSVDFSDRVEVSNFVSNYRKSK
CAL PDZ inh = blocks peptide binding to human CAL PDZ domain. Q9HD26. purified CAL PDZ, TMR-peptide fluorescence polarization, 1 h. inhibition, % at 20 µM. 330,000 tested, 0.02% active;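 active means highest replicate inhibition of at least 40%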;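 further: plate controls were DMSO neutral control wells for no effect and unlabeled competitor peptide control wells for full effect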
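Material – purified CerCALP PDZ construct · Detection – FP readout, S and P plane fluorescence · Measure – percent inhibition from loss of millipolarization · Controls – unlabelled peptide for full inhibition, DMSO wells as neutral · Probe or stimulus – TMR-labelled reporter peptide T*-PRC34 bound in PDZ groove · Times – 1 h at RT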
phage Ecoli inh = E. coli growth loss with phage present; AID 651602; growth absorbance; 360,000 tested, 0.26% active; inhibition, % at 11.9 µM; in the data active means inhibition above about 11%
Starred values were filed as active, the others as inactive; ? = inconclusive; nt = not tested or not shown; & = joins results of further samples.

nr	structure	PvdQ inh	E coli growth	Wnt bcat act	AddAB inh	Tat transport	PfHsp90 yeast 2	DAGLB inh	Rtt109 Vps75	CAL PDZ inh	phage Ecoli inh
1	O=C(CCc1c[nH]c2ccccc12)OCc1ccc(Br)cc1	-2.9	1.1	1.4	3.2	10.7	1.5	-9.0	3.1	-1.2	-2.0
2	CCOC(=O)c1c(-c2ccc(C)cc2)csc1/N=C/N(C)C	-3.2	1.0	-2.3	3.7	23.6	-21.8	0.2	-2.5	-0.7	0.3
3	CCC(=O)N1CCc2cc(OC)c(OC)cc2C1COc1ccc(F)cc1 (stereo unspecified)	3.0	-2.6	0.4	0.0	-0.4	15.9	-0.9	-10.1	0.1	0.6
4	CN(Cc1ccccc1)S(=O)(=O)c1ccc2c(c1)CCC(=O)N2	-3.9	-2.6	2.5	2.5	8.4	0.4	0.3	1.4	-2.3	1.0
5	Cc1ccc(NC(=O)Nc2ccc3c(c2)nc(C)n3C)cc1	0.0	-2.0	nt	2.0	-4.3	7.2	0.0	nt	-1.9	0.2
6	O=C(CSCc1c(F)cccc1Cl)NCc1ccco1	-8.2	-1.2	1.7	0.1	12.6	12.1	-0.3	-7.4	-2.7	1.2
7	CN(C(=O)Nc1cccc([N+](=O)[O-])c1)c1ccccc1	-8.8	nt	-1.3	nt	-1.6	-14.1	-1.2	-4.2	-1.0	-0.6
8	N=C1/C(=C\c2ccc(Br)o2)C(=O)N=C2SC(CC(=O)N3CCCCC3)=NN12	-11.5	-1.4	-0.1	1.5	1.0	12.0	5.0	1.2	-2.0	0.3
9	c1ccc2c(N3CCCCC3)ncnc2c1	-8.1	1.0	nt	1.9	2.8	-16.7	0.0	-5.9	-0.5	2.5
10	Cc1ccccc1CC1CCN(CCCNC(=O)Nc2ccccc2)CC1	-17.0	nt	-0.6	nt	1.2	8.4	-0.4	-4.4	-0.9	4.3
11	O=c1ccc2ccccc2o1	-7.7	-1.9	-0.4	0.8	-9.0	-4.2	3.0	2.8	-0.6	3.6
12	O=C(COC(=O)c1cn(-c2ccccc2)nc1-c1ccc(F)cc1)Nc1ncc(Cl)cc1Cl	-12.7	0.6	-2.8	0.9	4.4	32.6	-0.1	-3.4	-3.7	5.7
13	CCOC(=O)CN(C(=O)CSc1nnc(COc2ccc(OC)cc2)n1C)c1ccccc1	-12.6	1.1	2.0	1.6	2.5	-51.1	-0.9	-12.8	-2.3	1.2
14	CCOc1ccc(NC(=O)CN2CCc3ccccc3C2)cc1	-2.0	-0.7	0.7	0.2	11.2	-16.7	-1.1	0.2	-2.1	1.8
15	O=C1c2ccccc2C(=O)N1CCCn1c(=O)oc2ccccc21	6.7	-3.9	-3.1	-0.3	-6.7	-3.2	1.5	-13.8	-2.7	2.5

Profiles, looked up by structure:
O=C(COC(=O)c1cn(-c2ccccc2)nc1-c1ccc(F)cc1)Nc1ncc(Cl)cc1Cl in the list: PvdQ inh = -12.7; E coli growth = 0.6; Wnt bcat act = -2.8; AddAB inh = 0.9; Tat transport = 4.4; PfHsp90 yeast 2 = 32.6; DAGLB inh = -0.1; Rtt109 Vps75 = -3.4; CAL PDZ inh = -3.7; phage Ecoli inh = 5.7
O=C(CCc1c[nH]c2ccccc12)OCc1ccc(Br)cc1 in the list: PvdQ inh = -2.9; E coli growth = 1.1; Wnt bcat act = 1.4; AddAB inh = 3.2; Tat transport = 10.7; PfHsp90 yeast 2 = 1.5; DAGLB inh = -9.0; Rtt109 Vps75 = 3.1; CAL PDZ inh = -1.2; phage Ecoli inh = -2.0

Only AddAB inh and Tat transport, for six of the compounds above:
| No. | SMILES | AddAB inh | Tat transport |
| --- | --- | --- | --- |
| 5 | Cc1ccc(NC(=O)Nc2ccc3c(c2)nc(C)n3C)cc1 | 2.0 | -4.3 |
| 6 | O=C(CSCc1c(F)cccc1Cl)NCc1ccco1 | 0.1 | 12.6 |
| 7 | CN(C(=O)Nc1cccc([N+](=O)[O-])c1)c1ccccc1 | nt | -1.6 |
| 8 | N=C1/C(=C\c2ccc(Br)o2)C(=O)N=C2SC(CC(=O)N3CCCCC3)=NN12 | 1.5 | 1.0 |
| 9 | c1ccc2c(N3CCCCC3)ncnc2c1 | 1.9 | 2.8 |
| 10 | Cc1ccccc1CC1CCN(CCCNC(=O)Nc2ccccc2)CC1 | nt | 1.2 |

Continuation.
nr	structure	PvdQ inh	E coli growth	Wnt bcat act	AddAB inh	Tat transport	PfHsp90 yeast 2	DAGLB inh	Rtt109 Vps75	CAL PDZ inh	phage Ecoli inh
16	COc1ccc(NC(=O)c2ccccc2OCc2c(C)noc2C)cc1OC	-11.6	-0.4	-1.0	4.5	-2.6	-3.4	0.1	1.8	0.4	3.5
17	CCOc1ccccc1C(=O)Nc1cccc(-c2ccc3nncn3n2)c1	6.9	0.6	5.9	1.7	1.1	-11.4	-1.9	5.8	-2.1	-0.5
18	Cc1ccc(NC(=O)c2ccccc2[N+](=O)[O-])nc1	-8.0	1.2	nt	6.3	-3.3	-5.4	1.1	-10.7	-1.5	4.3
19	CCCOc1ccccc1/C=C1/C(=O)ON=C1C	-15.5	-1.0	0.9	0.5	11.7	2.8	0.2	-11.2	-1.5	0.3
20	CCCS(=O)(=O)N1CCC(C(=O)NC2CCCCC2C)CC1 (stereo unspecified)	-8.4	1.0	-1.0	1.9	0.0	2.9	1.2	-4.9	-0.7	2.0
21	Cc1cs/c(=N\N=C2CCCCC2)n1Cc1ccco1	-3.6	0.7	-1.7	0.1	7.2	-13.5	-1.5	0.5	-24.9	-1.1
22	O=C(CSc1nnc(-c2cccs2)o1)N1CCc2ccccc21	-12.4	-0.5	3.0	2.9	-1.6	-12.9	-1.9	-8.7	-2.8	3.2
23	Cc1ccc(C)c(N2CCN(C(=O)c3cc4ccccc4oc3=O)CC2)c1	-6.6	-0.3	0.9	0.3	0.8	22.7	-1.3	-2.7	-0.2	2.4
24	O=C(Nc1cccc(-c2cccc(Cl)c2)c1)C1CCN(C2CCC2)CC1	-15.0	0.2	-3.5	2.0	-0.5	15.0	0.3	3.2	-3.5	-0.9
25	C#CCOCCOCCOCCNc1nc(N2CCN(C(=O)CCCCCCCCCCNC(=O)[C@@H](CCSC)n3cc(CCO)nn3)CC2)nc(N2CCN(C(=O)CCCCCCCCCCNC(=O)[C@H](CCC(=O)O)n3cc(CCCCCN)nn3)CC2)n1	-8.0	0.0	nt	-1.3	30.5	2.8	-0.4	8.6	-0.2	nt
26	COc1ccc(OCCNC(=O)CCCO)cc1	-2.3	0.9	-2.0	2.4	3.3	5.3	-3.0	-3.2	-1.3	2.6
27	Cc1noc(C)c1COc1ccc(C(=O)OCC(=O)N2c3ccccc3NC(=O)C2(C)C)cc1	0.3	3.6	nt	3.2	4.1	5.9	2.0	9.3	-1.6	2.1
28	CCOC(=O)Cn1ncc(-c2ccccc2)c1N	-7.7	0.3	20.7	2.6	-9.5	-1.2	3.1	-9.9	-3.0	1.1
29	COCCNC(=O)CSc1ccccc1C(=O)NC1CCCc2ccccc21 (stereo unspecified)	-3.0	-2.6	-3.4	4.1	-4.0	-16.1	-0.9	-3.5	-0.7	2.7
30	CCc1ccc(NC(=O)C2CCN(S(=O)(=O)c3ccc4c(c3)N(C(C)=O)CCO4)CC2)cc1	-6.6	-0.2	nt	3.0	0.0	-35.9	0.3	?	-2.0	nt
31	Cc1sc2nc(-c3ccccn3)[nH]c(=O)c2c1-c1ccccc1	6.2	-0.9	-1.2	-2.2	-7.3	-21.7	-0.4	10.3	-2.1	-3.2
32	COc1ccc2nc(/N=C/c3c(C)[nH]n(-c4ccc(C)cc4)c3=O)sc2c1	-4.0	4.8	6.7	1.5	-6.9	8.0	1.3	1.4	-0.7	5.1
33	Cc1ccc(NC(=O)C2Cc3ccccc3C(=O)O2)cc1 (stereo unspecified)	-0.3	1.4	29.0	0.3	5.3	4.8	-0.6	-1.9	0.0	0.3
34	Cc1cc2nnc(SCC(=O)NCc3ccco3)n2c2ccccc12	-10.2	-0.7	0.8	0.6	4.3	-1.2	0.6	2.6	-0.7	0.9
35	Cn1c(SCC(=O)CC(=O)Nc2ccccc2)nnc1-c1ccc(O)cc1	-5.6	1.5	0.2	1.0	10.6	5.1	5.2	9.7	-2.3	1.6
36	Cc1[nH]n(-c2ccccc2)c(=O)c1C=Nc1ccc(S(=O)(=O)Nc2nccs2)cc1	-7.0	7.4	-2.6	7.7	18.4	10.9	5.0	nt	-3.1	15.3*
37	O=C(C[C@@H]1C/C=C/CC[C@@H](Cc2ccc(F)cc2)C(=O)OCCNC1=O)N[C@H](CO)Cc1ccccc1	5.3	1.0	-2.0	1.6	0.9	-3.3	-5.5	6.7	0.5	3.6
38	Cc1cc(NS(=O)(=O)c2ccc(NC(=O)CSc3nc4ncc(Cl)cc4[nH]3)cc2)nc(C)n1	-21.6	-1.5	0.9	-0.8	0.5	-54.0	0.7	2.6	-3.5	3.0
39	COc1ccc(Cl)cc1C(=O)Nc1ccc(NC(=O)c2ccco2)cc1	-11.8	-0.5	nt	-0.5	-4.1	12.4	0.3	-24.1	nt	3.3
40	CC(C)(C)c1ccc(NC(=S)NCCc2ccccn2)cc1	-12.6	-1.1	6.7	-0.7	5.3	3.8	-3.0	-3.3	-1.1	2.4
41	Cc1cccc(NC(=O)c2ccc(-n3cncn3)c([N+](=O)[O-])c2)c1	-9.0	0.5	1.7	2.7	0.0	nt	-0.1	-6.0	-1.0	1.1
42	Cc1ccc(C(c2sc3nc(C)nn3c2O)N2CCN(c3ccccc3)CC2)cc1 (stereo unspecified)	-1.0	-0.4	-4.1	-3.6	-1.5	-3.4	-1.0	-2.8	-2.1	2.7
43	CCn1c(C)nc2cc(C(=O)N3N=C(CCOC)CC3(O)C(F)(F)F)ccc21 (stereo unspecified)	-8.8	1.6	1.2	0.2	-12.3	26.5	-0.4	2.1	-0.5	0.0
44	COc1cccc(C(Nc2ccccn2)c2c(NC(=O)c3ccco3)sc(C)c2C)c1 (stereo unspecified)	-0.6	3.4	-3.2	2.4	0.4	24.7	-0.8	-2.7	0.4	1.3
45	N=C(N)c1ccccc1	-9.9&-9.8	0.9&0.9	-1.0&-2.1	-3.5&-3.5	-0.4&-3.4	-7.9&-12.8	1.1&2.0	-3.1&2.7	0.3&-0.6	4.3&3.6
46	Cc1c(NC(=O)CSc2ncccn2)c(=O)n(-c2ccccc2)n1C	8.1	2.7	-1.6	2.2	-0.9	3.6	2.0	-0.9	-1.8	2.8
47	O=C(COC(=O)Cc1ccccc1F)Nc1cccc(F)c1	-11.7	1.2	1.1	1.7	0.6	-37.8	-2.2	12.1	-2.4	4.9
48	CCN(CC)C(=O)COc1ccc2c3c(c(=O)oc2c1C)CCCC3	-1.2	-0.3	0.2	3.5	-1.1	3.3	-1.0	5.9	0.2	0.5
49	Cc1cccc(NC(=S)Nc2ccc3cn[nH]c3c2)c1	0.3	0.7	nt	1.8	-7.8	-36.0	1.3	4.4	-1.7	2.4
50	Cc1ccc2c3c1C1(C(=O)N3C(C)(C)CC2C)C(C#N)=C(N)Oc2cc(O)ccc21 (stereo unspecified)	-14.2	0.3	-6.7	1.3	-0.4	-43.6	2.8	-0.1	-0.2	2.5
51	COc1ccc(C(=O)N2CCc3cc(OC)c(OC)cc3C2c2ccc(OC)c(OC)c2)cc1 (stereo unspecified)	7.2	0.6	0.7	-1.3	-0.7	0.9	-2.5	-1.5	-2.3	0.8
52	COCCCNC(=O)C[C@H]1C[C@H](C(=O)N(C(C)C)C(C)C)[C@@]2(C)c3[nH]c4cc(CCC(=O)N(C)C)ccc4c3CCN2C1=O	-2.5	0.7	-3.7	-0.4	6.5	8.3	-2.0	1.1	0.7	3.9
